High-throughput results as filed in PubChem.
esBAF inh = Bmi1 luciferase reporter increase in mESCs, primary screen, esBAF inhibitor project, mouse ES cells, Bmi1 luciferase knock-in, single point. reporter increase, % at 12.5 µM. 24 h; 100% = twice the neutral-well signal. AID 602393, 2012. 2% of 350,000 active; in the data active = activation above about 40%;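 also: 0% = median of the plate's neutral control wells and 100% = double that signal; a rise in the Bmi1 reporter signal indicates esBAF inhibition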
E-sel inducer = E-selectin induction in HUVECs, primary screen, imaging, HUVEC, immunofluorescence imaging, single point; P16581; normalized: neutral wells 0, TNF-alpha wells 100; activation, % at 7.58 µM; 0.37% of 260,000 active; AID 686992, 2013;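 active = mean E-selectin-positive cell signal at least 10% of the positive control, reached in at least 60% of replicates, without over 20% cell loss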;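 also: in these data hits start at about 27%; measured in HUVEC primary endothelial cells; signal is the percent of cells scored E-selectin positive by PE staining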
Target sequence (P16581 whole entry, looked up): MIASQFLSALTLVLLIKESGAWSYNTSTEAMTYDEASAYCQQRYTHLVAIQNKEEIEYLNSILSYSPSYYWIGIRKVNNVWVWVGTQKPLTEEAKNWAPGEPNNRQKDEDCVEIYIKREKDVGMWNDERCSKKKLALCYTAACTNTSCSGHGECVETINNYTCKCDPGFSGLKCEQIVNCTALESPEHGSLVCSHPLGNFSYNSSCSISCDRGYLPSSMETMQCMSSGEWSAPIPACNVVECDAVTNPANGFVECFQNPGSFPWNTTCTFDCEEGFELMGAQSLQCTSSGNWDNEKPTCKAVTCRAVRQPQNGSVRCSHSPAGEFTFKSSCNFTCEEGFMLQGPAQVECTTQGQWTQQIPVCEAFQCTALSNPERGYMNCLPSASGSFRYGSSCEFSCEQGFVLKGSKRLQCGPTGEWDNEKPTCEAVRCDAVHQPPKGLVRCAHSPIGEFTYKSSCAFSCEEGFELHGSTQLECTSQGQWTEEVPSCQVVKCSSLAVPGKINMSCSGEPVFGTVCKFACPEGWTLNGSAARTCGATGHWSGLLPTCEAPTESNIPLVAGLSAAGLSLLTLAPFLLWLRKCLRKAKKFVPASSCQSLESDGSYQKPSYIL
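System: HUVEC, human umbilical vein endothelial cells; quantity: 3,000 cells/well; buffer or medium: EGM-2 medium, gelatin-coated wells; dosing: single-point compound dose; detection: immunofluorescence imaging; evaluation: % PE-positive cells; benchmarks: TNF-alpha, DMSO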
Xi reactivation = activators of inactive X chromosome reactivation, primary screen, imaging, XiGFP fibroblasts, GFP high-content imaging, set 2; XiGFP mouse fibroblasts, % GFP-positive cells imaging, 3 d; cells co-treated with 5-aza-dC sensitizer; scaled so ellipticine positive control = 100%; activation, % at 7.58 µM; 0.055% of 360,000 active;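 active = mean normalized replicate activation at least 10% and every replicate at or above 10%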;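 also: 0% = median of on-plate neutral control wells and 100% = ellipticine 6 µM median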
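Material: SV40-immortalized XiGFP fibroblast cells, line 68-5-11 | Buffer or medium: DMEM containing 5-aza-dC | Dosing: One concentration, pinned | Times: 3 d treatment, 15 min room-temperature fixation | Controls: Ellipticine 6 µM positive control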
The depositor's hits bear a star. An excerpt, so the mix of outcomes need not match the whole.

`C[C@@H]1CN([C@@H](C)CO)S(=O)(=O)c2ccc(C3=CCCC3)cc2O[C@@H]1CN(C)CC1CCOCC1` gave esBAF inh -2.2, E-sel inducer 0.1 and Xi reactivation -0.5.
For CCCN1C[C@H](C)[C@H](OC)CN(C)C(=O)c2ccc(NC(=O)CC)cc2OC[C@@H]1C the results were esBAF inh 2.8, E-sel inducer 0.0 and Xi reactivation 0.0.
CC(C)NC(=O)N(C)C[C@H]1Oc2ncc(C#CC3CCCCC3)cc2C(=O)N([C@H](C)CO)C[C@@H]1C was read as esBAF inh 0.0, E-sel inducer 0.1 and Xi reactivation 0.1.
CO[C@@H]1CN(C)C(=O)c2cc(NC(=O)C3CC3)ccc2OC[C@H](C)N(C(=O)c2ccccn2)C[C@H]1C was read as esBAF inh 3.3, E-sel inducer -0.4 and Xi reactivation -0.2.
CCCN(C)C[C@@H]1Oc2cc(-c3ccc(C#N)cc3)ccc2S(=O)(=O)N([C@H](C)CO)C[C@@H]1C was read as esBAF inh -5.3, E-sel inducer -0.5 and Xi reactivation -0.8.
For C/C=C/c1cnc2c(c1)C(=O)N([C@@H](C)CO)C[C@H](C)[C@@H](CN(C)C(=O)C1CC1)O2 the results were esBAF inh -2.5, E-sel inducer 0.4 and Xi reactivation -0.9.
`O=C(CCc1nc2ccccc2s1)OCc1ccccc1` gave esBAF inh -3.6, E-sel inducer -0.1 and Xi reactivation -0.1.
For CCCC#Cc1ccc2c(c1)O[C@H](CN(C)Cc1ccccc1)[C@H](C)CN([C@@H](C)CO)S2(=O)=O the results were esBAF inh -4.4, E-sel inducer -0.3 and Xi reactivation -0.4.
C[C@@H]1CN([C@H](C)CO)C(=O)CCCn2cc(nn2)CO[C@@H]1CN(C)Cc1ccc2cccnc2c1 was read as esBAF inh -4.1, E-sel inducer -0.3 and Xi reactivation -0.3.
Screening COc1ccc(S(=O)(=O)N(C)C[C@@H]2Oc3ccc(NC(=O)NC(C)C)cc3C(=O)N([C@@H](C)CO)C[C@@H]2C)cc1 returned esBAF inh -0.5, E-sel inducer 0.0 and Xi reactivation 2.6.
C[C@@H]1CN([C@H](C)CO)C(=O)CCCn2cc(nn2)CO[C@@H]1CN(C)C(=O)Nc1ccc2c(c1)OCO2 was read as esBAF inh 4.6, E-sel inducer 0.0 and Xi reactivation 0.2.
For CC=Cc1ccc2n(c1=O)C[C@H]1[C@H](CO)[C@@H](C(=O)NCCc3ccncc3)[C@@H]2N1CCC(F)(F)F (mixture of isomers) the results were esBAF inh 2.0, E-sel inducer -0.3 and Xi reactivation 0.1.
Screening CNC[C@@H]1OCCCC[C@@H](C)Oc2ccc(NC(=O)Nc3ccc4c(c3)OCO4)cc2C(=O)N([C@H](C)CO)C[C@H]1C returned esBAF inh -0.5, E-sel inducer -0.2 and Xi reactivation -1.0.
C[C@@H]1CN([C@H](C)CO)C(=O)c2cccc(NC(=O)Nc3ccc(C(F)(F)F)cc3)c2O[C@H]1CN(C)S(=O)(=O)c1ccccc1 was read as esBAF inh -3.3, E-sel inducer 0.7 and Xi reactivation -0.1.
For COc1ccc(S(=O)(=O)Nc2ccc3c(c2)CC(=O)N([C@@H](C)CO)C[C@@H](C)[C@@H](CN(C)S(=O)(=O)c2cn(C)cn2)O3)cc1 the results were esBAF inh -1.3, E-sel inducer 0.0 and Xi reactivation 0.2.
Screening C[C@H](O)C#Cc1ccc2c(c1)O[C@H](CN(C)CC1CC1)[C@H](C)CN([C@H](C)CO)S2(=O)=O returned esBAF inh 6.6, E-sel inducer 0.0 and Xi reactivation -1.1.
Screening C[C@@H]1CN([C@@H](C)CO)C(=O)CCCn2cc(nn2)CO[C@@H]1CN(C)C(=O)Nc1cccc(C(F)(F)F)c1 returned esBAF inh -1.0, E-sel inducer -0.1 and Xi reactivation 0.0.
Screening COc1ccc(NC(=O)N(C)C[C@@H]2Oc3c(NC(=O)Nc4ccc(C(F)(F)F)cc4)cccc3C(=O)N([C@H](C)CO)C[C@@H]2C)cc1 returned esBAF inh 5.3, E-sel inducer -8.3 and Xi reactivation -0.1.
For CCCN1C[C@@H](C)[C@H](OC)CN(C)C(=O)c2cc(NC(=O)Nc3cccc(OC)c3)ccc2OC[C@@H]1C the results were esBAF inh 2.1, E-sel inducer 0.2 and Xi reactivation -0.1.
For Cc1noc(C)c1NC(=O)Nc1ccc2c(c1)CC(=O)N([C@@H](C)CO)C[C@H](C)[C@H](CN(C)C(=O)NC1CCCCC1)O2 the results were esBAF inh -2.5, E-sel inducer 0.0 and Xi reactivation -0.6.

Part of the list above in order of formula weight, ascending.
Screening C[C@H](O)C#Cc1ccc2c(c1)O[C@H](CN(C)CC1CC1)[C@H](C)CN([C@H](C)CO)S2(=O)=O returned esBAF inh 6.6, E-sel inducer 0.0 and Xi reactivation -1.1.
For CCCN1C[C@@H](C)[C@H](OC)CN(C)C(=O)c2cc(NC(=O)Nc3cccc(OC)c3)ccc2OC[C@@H]1C the results were esBAF inh 2.1, E-sel inducer 0.2 and Xi reactivation -0.1.
For Cc1noc(C)c1NC(=O)Nc1ccc2c(c1)CC(=O)N([C@@H](C)CO)C[C@H](C)[C@H](CN(C)C(=O)NC1CCCCC1)O2 the results were esBAF inh -2.5, E-sel inducer 0.0 and Xi reactivation -0.6.
For COc1ccc(S(=O)(=O)Nc2ccc3c(c2)CC(=O)N([C@@H](C)CO)C[C@@H](C)[C@@H](CN(C)S(=O)(=O)c2cn(C)cn2)O3)cc1 the results were esBAF inh -1.3, E-sel inducer 0.0 and Xi reactivation 0.2.
Screening COc1ccc(NC(=O)N(C)C[C@@H]2Oc3c(NC(=O)Nc4ccc(C(F)(F)F)cc4)cccc3C(=O)N([C@H](C)CO)C[C@@H]2C)cc1 returned esBAF inh 5.3, E-sel inducer -8.3 and Xi reactivation -0.1.

Next part.
C[C@@H]1CN([C@@H](C)CO)C(=O)c2cc(NC(=O)Nc3ccccc3)ccc2O[C@H]1CN(C)C(=O)Nc1ccc2c(c1)OCO2 was read as esBAF inh 0.5, E-sel inducer 0.1 and Xi reactivation -0.8.
For Cc1noc(C)c1NC(=O)Nc1cccc2c1O[C@@H](CN(C)C(=O)Nc1ccc(F)cc1)[C@@H](C)CN([C@H](C)CO)C2=O the results were esBAF inh -3.6, E-sel inducer -0.3 and Xi reactivation 0.1.
C[C@H]1CN([C@@H](C)CO)C(=O)c2cc(C#Cc3ccccn3)cnc2O[C@H]1CN(C)CC1CCCC1 was read as esBAF inh -0.1, E-sel inducer 0.2 and Xi reactivation 0.3.
For C[C@H](CO)N1C[C@H](C)[C@@H](CN(C)C(=O)C2CCCCC2)Oc2ncc(C#Cc3ccccc3F)cc2C1=O the results were esBAF inh -0.1, E-sel inducer -0.1 and Xi reactivation -0.9.
C[C@H](CO)N1C[C@H](C)[C@@H](CN(C)Cc2ccc(Oc3ccccc3)cc2)Oc2ncc(-c3cncnc3)cc2C1=O was read as esBAF inh -0.1, E-sel inducer -0.1 and Xi reactivation -0.4.
For C[C@H](CO)N1C[C@H](C)[C@@H](CN(C)Cc2ccc(-c3ccccc3)cc2)Oc2ccc(NS(=O)(=O)c3ccc(Cl)cc3)cc2CC1=O the results were esBAF inh 2.8, E-sel inducer 0.0 and Xi reactivation -1.0.
For C[C@@H]1CN([C@@H](C)CO)C(=O)c2cc(NC(=O)C3CC3)ccc2O[C@@H]1CN(C)S(C)(=O)=O the results were esBAF inh -2.2, E-sel inducer -0.3 and Xi reactivation 0.4.
`COCC(=O)Nc1ccc2c(c1)OC[C@H](C)N(Cc1ccncc1)C[C@@H](C)[C@H](OC)CN(C)C2=O` gave esBAF inh 1.3, E-sel inducer -0.1 and Xi reactivation -0.4.
Screening CC(C)NC(=O)Nc1cccc2c1O[C@H](CN(C)S(=O)(=O)c1cccs1)[C@H](C)CN([C@@H](C)CO)C2=O returned esBAF inh -2.6, E-sel inducer -2.8 and Xi reactivation -1.0.
For CO[C@@H]1CN(C)C(=O)c2cc(NC(=O)C3CC3)ccc2OC[C@H](C)N(C(=O)c2ccccn2)C[C@@H]1C the results were esBAF inh -6.3, E-sel inducer -0.3 and Xi reactivation 0.0.
`C[C@@H]1CN([C@@H](C)CO)S(=O)(=O)c2ccc(-c3cccnc3)cc2O[C@@H]1CN(C)Cc1cccnc1` gave esBAF inh -4.4, E-sel inducer 0.4 and Xi reactivation -0.2.
C[C@@H]1CN([C@@H](C)CO)C(=O)Cc2cc(N(C)C)ccc2O[C@H]1CN(C)Cc1ccc(Oc2ccccc2)cc1 was read as esBAF inh -5.4, E-sel inducer 0.7 and Xi reactivation -1.1.
`C[C@H](CO)N1C[C@H](C)[C@@H](CN(C)C(=O)c2ccc3c(c2)OCO3)Oc2cc(-c3ccccc3)ccc2S1(=O)=O` gave esBAF inh -1.4, E-sel inducer 0.1 and Xi reactivation -0.7.
CCCC(=O)Nc1ccc2c(c1)C(=O)N(C)C[C@@H](OC)[C@H](C)CN(C(=O)CC)[C@@H](C)CO2 was read as esBAF inh 1.7, E-sel inducer -0.1 and Xi reactivation 0.6.
C[C@@H]1CN([C@@H](C)CO)C(=O)c2cccc(NC(=O)Nc3ccc(F)cc3)c2O[C@@H]1CN(C)CC1CCCCC1 was read as esBAF inh 2.4, E-sel inducer -6.1 and Xi reactivation -1.3.
`O=C(C[C@@H]1C[C@@H]2c3cc(NC(=O)Nc4ccccc4)ccc3O[C@@H]2[C@@H](CO)O1)NCc1ccccn1` gave esBAF inh 0.4, E-sel inducer 0.0 and Xi reactivation 0.1.
CNC[C@@H]1OCCCC[C@H](C)Oc2ccc(NC(=O)Nc3cccc4ccccc34)cc2C(=O)N([C@H](C)CO)C[C@@H]1C was read as esBAF inh -4.5, E-sel inducer 0.0 and Xi reactivation -0.2.
For CCCN(C)C[C@H]1OCCCC[C@@H](C)Oc2ccc(NC(=O)c3ccncc3)cc2C(=O)N([C@@H](C)CO)C[C@H]1C the results were esBAF inh -7.9, E-sel inducer 0.5 and Xi reactivation -1.3.
CNC[C@@H]1OCCCC[C@@H](C)Oc2ccc(NC(=O)Nc3ccc(OC)cc3)cc2C(=O)N([C@H](C)CO)C[C@H]1C was read as esBAF inh -5.2, E-sel inducer 0.0 and Xi reactivation 0.1.
`COCC#Cc1cnc2c(c1)C(=O)N([C@@H](C)CO)C[C@@H](C)[C@H](CN(C)Cc1ccccc1F)O2` gave esBAF inh -1.7, E-sel inducer 0.0 and Xi reactivation -0.3.
For CO[C@H]1CN(C)C(=O)c2ccc(NC(=O)C3CC3)cc2OC[C@@H](C)N(C(=O)c2ccccn2)C[C@@H]1C the results were esBAF inh -5.5, E-sel inducer -0.1 and Xi reactivation 0.4.
`C[C@@H]1CN([C@@H](C)CO)C(=O)c2cccc(NS(=O)(=O)c3cccs3)c2O[C@H]1CN(C)C(=O)Nc1ccccc1` gave esBAF inh -2.5, E-sel inducer 1.1 and Xi reactivation -1.0.
COc1ccc(-c2ccc3n(c2=O)C[C@H]2[C@H](CO)[C@@H](C(=O)N(C)C)[C@@H]3N2C(=O)c2cnccn2)cc1 was read as esBAF inh 2.6, E-sel inducer -0.2 and Xi reactivation 0.0.
C[C@H]1CN([C@@H](C)CO)C(=O)c2cccc(NS(=O)(=O)c3ccc(F)cc3)c2O[C@H]1CN(C)Cc1ccc(C(F)(F)F)cc1 was read as esBAF inh -5.2, E-sel inducer 0.0 and Xi reactivation 0.0.
Screening CCCC(=O)Nc1ccc2c(c1)C(=O)N(C)C[C@H](OC)[C@@H](C)CN(Cc1ccc(F)cc1)[C@@H](C)CO2 returned esBAF inh 1.3, E-sel inducer -0.4 and Xi reactivation 0.1.
`O=C(O)C[C@H]1C=C[C@H](NC(=O)c2ccccc2F)[C@H](CO)O1` gave esBAF inh -2.7, E-sel inducer 0.4 and Xi reactivation -0.2.
Screening C[C@@H]1CN([C@@H](C)CO)C(=O)c2cc(NC(=O)Cc3ccccc3)ccc2O[C@@H](C)CCCCO[C@@H]1CN(C)Cc1ccncc1 returned esBAF inh 2.9, E-sel inducer 0.1 and Xi reactivation 0.1.
C[C@H](CO)N1C[C@H](C)[C@H](CN(C)C(=O)NC2CCCC2)Oc2ncc(-c3ccncc3)cc2C1=O was read as esBAF inh -2.3, E-sel inducer -0.4 and Xi reactivation -0.3.
`COc1ccccc1-c1ccc2c(c1)O[C@H](CN(C)S(=O)(=O)c1ccc(F)cc1)[C@@H](C)CN([C@H](C)CO)S2(=O)=O` gave esBAF inh 7.4, E-sel inducer -0.1 and Xi reactivation -0.9.
Screening COc1c(C(=O)NCCSC(C)(C)C)ccc2ccccc12 returned esBAF inh 24.3, E-sel inducer -1.0 and Xi reactivation 0.0.
Screening COc1ccc(S(=O)(=O)N(C)C[C@@H]2Oc3c(NC(=O)c4nc5ccccc5s4)cccc3C(=O)N([C@@H](C)CO)C[C@H]2C)cc1 returned esBAF inh 8.3, E-sel inducer 4.3 and Xi reactivation 0.2.
`COc1ccc(NC(=O)N(C)C[C@H]2Oc3c(NS(=O)(=O)c4ccccc4)cccc3C(=O)N([C@H](C)CO)C[C@H]2C)cc1` gave esBAF inh 7.4, E-sel inducer 4.8 and Xi reactivation 0.2.
